Source: PubChem (several laboratories)
IEC-6 tox – counter-screen for KLF5 inhibitors: cytotoxicity in IEC-6 cells; inhibition, % at 5 µM; 0.78% of 290,000 active; IEC-6 cytotoxicity, luminescence viability; in the data active means inhibition above about 22%;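 further: 0% = plate median of test compound wells and 100% = cytotoxic reference compound wells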
GSK3 alpha inh – blocks human GSK-3 alpha kinase; P49840; 0.1% of 320,000 active; ADP-Glo luminescence, 60 min; inhibition, % at 10 µM;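 in the data active means inhibition above about 50%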;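 further: GST-tagged GSK-3 alpha with peptide substrate and 25 µM ATP; 0% = DMSO neutral wells and 100% = GW8510 positive control wells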
Target sequence (P49840 whole entry, looked up): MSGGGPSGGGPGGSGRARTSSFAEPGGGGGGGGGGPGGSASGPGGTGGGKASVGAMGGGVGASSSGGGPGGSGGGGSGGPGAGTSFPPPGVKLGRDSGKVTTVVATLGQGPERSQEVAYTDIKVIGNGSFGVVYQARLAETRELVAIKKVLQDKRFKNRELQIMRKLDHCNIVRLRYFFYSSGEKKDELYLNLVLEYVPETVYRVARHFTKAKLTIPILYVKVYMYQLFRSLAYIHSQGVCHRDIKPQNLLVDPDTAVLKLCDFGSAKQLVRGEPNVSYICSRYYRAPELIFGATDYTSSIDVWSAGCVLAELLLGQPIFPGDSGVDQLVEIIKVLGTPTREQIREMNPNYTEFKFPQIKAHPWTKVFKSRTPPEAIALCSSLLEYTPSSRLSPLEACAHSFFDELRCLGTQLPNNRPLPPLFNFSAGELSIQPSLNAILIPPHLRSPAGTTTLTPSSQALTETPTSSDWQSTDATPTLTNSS
HSF1 inh – HSF1 inhibition; activity change, negative = inhibition, % at 7.5 µM (by protocol); 0.77% of 300,000 active; NIH3T3-HGL HSE-luciferase, MG132-induced, luminescence 8 h; active compounds read low; AID 2098;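 active means more than half of replicate wells show activity change below -50%, luminescence cut by over half; inconclusive means some wells, but at most half, below -50%; inactive means no replicate well below -50%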;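 further: luciferase reports HSF-1 transcriptional activity via heat shock element; 0% = median of DMSO wells and -100% = zero luminescence signal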
KLF5 inh – suppresses KLF5 promoter-driven expression. DLD-1 KLF5 promoter-luciferase reporter, luminescence. inhibition, % at 5 µM. 0.23% of 290,000 active;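 active means inhibition above a per-plate limit of that plate's mean compound inhibition plus 3 SD, cut at about 60% in these data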;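 further: 0% = DMSO wells and 100% = LY294002 at 200 µM; higher means less KLF5 promoter-driven luciferase light; inactives centre near -14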
AI-2 QS mod – modulates the Vibrio harveyi AI-2 quorum sensing system; Vibrio harveyi JMH597 AI-2 luminescence/OD600 ratio, 9 h; active compounds read low; strain lacks LuxN and CqsS sensors; 0 = neutral-control median; activity change, % at 7.5 µM; 0.4% of 300,000 active; AID 2094; in the data active means activity change below about -75%, passing the limit was not always enough; inconclusive means no clear call, values can overlap the other calls;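 further: luminescence divided by OD600 gain over 9 h not by final OD600 alone; inactives centre near 13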
aSyn 5UTR inh – MLPCN primary screen, SNCA 5' untranslated region; alpha-synuclein 5'UTR reporter, inhibitor activity; 0.82% of 300,000 active; inhibition, % (tested at 7.5 µM); in the data active means inhibition above about 60%; inconclusive means no clear call, values can overlap the other calls;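 further: H4 neuroglioblastoma cells stably carrying SNCA 5'UTR luciferase fusion; 0% = DMSO wells and 100% = positive control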
HSF1 activator – increases HSF-1 driven luciferase reporter signal; NIH3T3-HGL HSF-1 luciferase reporter, MG132, 8 h; 100% = twice DMSO control signal; activation, % at 9 µM; 1.7% of 300,000 active; AID 504408;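 active means mean replicate activation of at least 50% with a set share of replicates each reaching 50%; inconclusive means only one of those two conditions met; inactive means mean below 50% and too few replicates reaching it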;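 further: 0% = median of the neutral control wells and 100% = twice that signal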
HSP90 refold inh – HSP90 refolding inhibition in rabbit reticulocyte lysate. 0.91% of 290,000 active. inhibition, % at 5.6 µM. AID 1789. luciferase refolding luminescence, 3 h;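 active means inhibition above the screen-wide mean plus 3 SD, computed separately per campaign, cut at about 16% in these data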;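 further: 0% = DMSO wells and 100% = 60 µM geldanamycin wells; inhibitors lower the luminescence because luciferase stays unfolded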
GSK3B inh – inhibitors of human GSK3beta kinase; GST-GSK3beta kinase, ADP-Glo luminescence, 60 min; active compounds read low; 0.038% of 300,000 active; P49841; activity score (negative = inhibition), % at 10 µM;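 active means more than half of replicate wells score below -50%, meaning over 50% inhibition versus plate controls; inconclusive means some replicates but at most half score below -50%; inactive means no replicate scores below -50%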;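 further: 0% = median DMSO wells and -100% = median GW8510 positive control wells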
Target sequence (P49841 whole entry, looked up): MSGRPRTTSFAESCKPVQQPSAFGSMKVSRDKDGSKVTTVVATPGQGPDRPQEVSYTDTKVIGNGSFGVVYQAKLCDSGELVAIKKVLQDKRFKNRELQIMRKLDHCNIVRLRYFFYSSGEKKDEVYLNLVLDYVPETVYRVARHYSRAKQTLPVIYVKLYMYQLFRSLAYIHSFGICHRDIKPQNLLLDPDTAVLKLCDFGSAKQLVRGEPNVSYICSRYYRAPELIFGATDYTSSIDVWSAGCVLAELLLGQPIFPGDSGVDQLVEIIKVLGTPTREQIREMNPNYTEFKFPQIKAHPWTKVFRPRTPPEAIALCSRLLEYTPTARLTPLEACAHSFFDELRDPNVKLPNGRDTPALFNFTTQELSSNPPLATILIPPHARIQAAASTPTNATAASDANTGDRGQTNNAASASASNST
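Test system: GST-tagged human GSK3beta kinase, cell-free; evaluation: activity score scaled between in-plate DMSO and GW8510 controls; measured by: ADP-Glo luminescence; incubation: 60 min reaction, RT; benchmarks: DMSO and 20 µM GW8510; reagent: peptide substrate plus 25 µM ATP (final); medium: Tris/MgCl2 kinase buffer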
HIF activator – HIF pathway transcriptional activation | 0.32% of 300,000 active | AID 1910 | activation, % at 7.5 µM (by protocol) | U2OS HRE-luciferase reporter, luminescence; normalized: DMSO 0%, desferrioxamine 100%;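 active means mean activation of at least 10% of the iron chelator positive control signal, with at least half of replicates also reaching 10%; inconclusive means mean and replicate majority disagree about reaching 10%; inactive means mean and most replicates under 10%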
Numbers without * were called inactive; ? = inconclusive; · = not tested or not shown. Not a hit list; overall some 4.7% were active at least once.

SMILES	IEC-6 tox	GSK3 alpha inh	HSF1 inh	KLF5 inh	AI-2 QS mod	aSyn 5UTR inh	HSF1 activator	HSP90 refold inh	GSK3B inh	HIF activator
O=C(Nc1ccc(F)cc1F)Nc1ccc(F)cc1F	-1	-2	6	-69	-7	-87	34	0	1	1.0
CC1=C(C(=O)OCc2ccccc2)C(c2ccccc2)NC(=O)N1 (stereo unspecified)	-2	3	0	-5	11	11	-1	2	-6	-1.7
COc1ccc(/C=C/C(=O)c2oc3ccc(F)cc3c2C)cc1	3	0	1	8	23	-31	8	-2	-1	-0.5
Cc1cccnc1NC(=O)C1CCCN1S(=O)(=O)c1ccc(Cl)cc1 (stereo unspecified)	-1	-2	-2	-21	16	13	-9	5	-2	0.8
CCOC(=O)c1c(-c2ccc(C)s2)csc1NC(=O)c1cccs1	3	-1	6	-9	16	13	9	3	-7	-0.3
CCCCCC1CCC(C(=O)NCCN2CCOCC2)CC1 (stereo unspecified)	8	1	0	-4	0	10	-6	5	-3	-0.8
O=C(NCc1ccccc1)C1=C[C@H](c2ccc(Br)cc2)C[C@H](OCc2ccc(CO)cc2)O1	-3	·	5	-12	20	5	2	0	1	-1.2
COc1ccc(C(C)=O)cc1COc1ccc(Cl)cc1Cl	4	-1	7	-7	14	5	14	1	-2	0.0
CC(C)Cn1c(N)c(C(=O)CSc2nnnn2C)c(=O)n(C)c1=O	-1	-1	-5	-10	10	7	4	-1	-2	-0.9
COCCn1c(C)cc(C(=O)CSc2nc3ccccc3c(=O)n2C(C)COC)c1C (stereo unspecified)	4	-2	-3	-2	18	30	-2	-2	-2	-0.3
Cc1ccccc1-n1nc(CSc2nc3ccccc3[nH]2)c(-c2ccccc2)c1N	0	1	23	-43	10	8	60*	3	0	0.1
COC(=O)c1c(C)oc(C)c1S(=O)(=O)N1CCCCC1	4	4	3	10	8	18	6	0	-2	-0.1
Cc1cc(C)c(OCCCCNCc2ccccc2)c(Cl)c1	9	3	-5	-1	64	11	-15	4	-3	-0.3
Cc1cccc(CCNC(=O)C2CCC(CNS(=O)(=O)c3cccs3)CC2)c1 (stereo unspecified)	-4	-4	0	-12	48	-8	-8	5	0	-0.5
CC1(C)NC(=O)N(CC(O)CN2CCCC2)C1=O (stereo unspecified)	2	-4	-3	4	17	16	3	-1	2	0.1
Cc1cccc(CSc2ncnc3c2cnn3Cc2ccccc2)c1	2	-1	1	-23	18	21	-3	1	5	-0.2
O=C(NCCc1cccnc1)c1cc(COc2ccc(F)cc2F)on1	9	-1	5	-12	-76*	-8	5	-3	1	-0.4
CC(C)CC(N=Cc1c(O)c2ccccc2oc1=O)C(=O)O (stereo unspecified)	0	5	-10	-13	19	20	-1	2	4	-0.3
Cc1ccc(OCc2n[nH]c(=S)n2Cc2ccccc2)cc1	-1	1	1	-38	14	0	20	-1	-3	-0.3
COc1ccc(-c2noc(=O)n2CC(=O)N2CCC(Cc3ccccc3)CC2)cc1	-3	-2	6	-12	33	3	-11	0	3	-0.9
O=C(CSc1ccc(-c2ccc(F)cc2)nn1)N1CCCc2ccccc21	6	-4	5	-14	14	17	37	1	2	-0.3
CCOC(=O)c1c(NC(=O)CSc2nnc(CNc3ccc(Cl)cc3)o2)sc(C)c1C	-4	-1	38	-11	7	18	67*	-3	-1	-0.5
O=C(CCC(F)(F)F)N1CCCC(N2CCN(c3cccc(Cl)c3)CC2)C1 (stereo unspecified)	-3	-1	-1	-18	21	-9	4	4	0	2.1
C=CCc1cccc2cc(C(=O)NC3CCCC3)c(=O)oc12	0	2	2	-19	-2	5	-14	0	4	0.1
CCOC(=O)C1=C(CS(=O)(=O)c2ccccc2)NC(=O)NC1c1ccc(O)c(OC)c1 (stereo unspecified)	-2	0	-4	-8	1	-11	-3	0	-1	-0.3
CC(NC(=O)/C(C#N)=C/c1ccc(C(=O)O)cc1)c1ccccc1 (stereo unspecified)	·	-3	0	·	23	-4	1	·	1	0.2
CC(Sc1nnc(Cc2ccc3c(c2)OCO3)o1)C(N)=O (stereo unspecified)	2	-1	-5	-1	25	9	-8	2	-2	-1.5
OC(COC(c1ccccc1)c1ccccc1)CN1CCOCC1 (stereo unspecified)	-2	·	-3	-4	-4	-9	10	-1	1	0.0
CC(C)Oc1ccc(Cc2cnc(N)nc2N)cc1	-4	0	1	-8	24	8	5	12	-2	0.2
C/C(=N\Nc1nncc2ccccc12)c1ccc(O)cc1	5	8	-1	-18	17	-4	-5	20*	1	0.7
COC(=O)CCc1c(C)c(C(=O)c2cccc(OC)c2OC)c2ccccn12	-5	0	-8	-18	16	4	-1	-5	-5	-0.1
CCCS(=O)(=O)N1CCCC(C(=O)NCCCN2CCCC2=O)C1 (stereo unspecified)	-1	0	-6	-6	21	2	-6	-4	-1	-0.5
COc1ccc(N2CCN(C(=O)Cn3nnc(-c4ccccc4N)n3)CC2)cc1	1	0	-2	-4	5	14	6	1	-25	-0.5
O=C(COC(=O)c1ccc([N+](=O)[O-])cc1Cl)Nc1cccnc1Cl	·	-2	0	·	1	8	6	·	3	2.0
Cc1ccc(-c2noc(CCCC(=O)Nc3cccnc3)n2)cc1	2	-2	-37	-1	5	30	-42	4	0	-1.4
Cc1ccc(-c2csc(NCCn3c(C(F)(F)F)nc4ccccc43)n2)cc1	0	2	10	13	23	-35	19	-5	4	0.2
COC(=O)c1ccccc1NC(=O)NC1CC1	4	2	2	-25	14	6	14	-4	-1	-0.1
CCc1cc2c(=O)c(-c3nc4ccccc4n3C)c(C)oc2c(CN2CCN(CCO)CC2)c1O	-3	-1	-1	-23	4	6	5	0	1	-0.4
COc1cc(C2(c3ccc(O)c(OC)c3)C(=O)N(C)c3ccc(C)cc32)ccc1O	·	-3	7	·	18	25	-1	·	0	-0.5
O=C(COC(=O)CCc1c[nH]c2ccccc12)NCc1ccccc1	6	-3	-2	-17	25	6	-2	5	1	0.0
O=C(O)c1cccc(N2C(=O)C3C4C=CC(C4=C(c4ccccc4)c4ccccc4)C3C2=O)c1 (stereo unspecified)	-2	-7	-4	-20	-2	20	1	2	3	-0.3
COC(=O)CNC(=O)COC(=O)c1cc(Cl)cc(Cl)c1N	-4	-2	-4	-3	15	6	-2	4	1	-0.3
O=C(CCN1C(=O)/C(=C\C=C\c2ccccc2)SC1=S)Nc1cccc(C(=O)O)c1	5	-4	10	-51	3	-4	17	0	0	-0.2
COc1ccc(CNC(=O)C2CCC(CNC(=O)[C@@H]3Cc4ccccc4CN3)CC2)cc1 (stereo partly specified)	-3	-1	-3	-22	33	-16	7	-1	1	0.4
COc1cccc(OC)c1C(=O)NC(=O)Oc1c(F)cccc1F	8	1	15	-13	8	30	20	1	0	-0.1

Five entries already listed, ordered by the number in HSP90 refold inh, low to high:
| canonical_smiles | GSK3 alpha inh | HSF1 inh | KLF5 inh | AI-2 QS mod | aSyn 5UTR inh | HSF1 activator | HSP90 refold inh | GSK3B inh |
| --- | --- | --- | --- | --- | --- | --- | --- | --- |
| COC(=O)CCc1c(C)c(C(=O)c2cccc(OC)c2OC)c2ccccn12 | 0 | -8 | -18 | 16 | 4 | -1 | -5 | -5 |
| CCCS(=O)(=O)N1CCCC(C(=O)NCCCN2CCCC2=O)C1 (stereo unspecified) | 0 | -6 | -6 | 21 | 2 | -6 | -4 | -1 |
| COc1ccc(CNC(=O)C2CCC(CNC(=O)[C@@H]3Cc4ccccc4CN3)CC2)cc1 (stereo partly specified) | -1 | -3 | -22 | 33 | -16 | 7 | -1 | 1 |
| CCc1cc2c(=O)c(-c3nc4ccccc4n3C)c(C)oc2c(CN2CCN(CCO)CC2)c1O | -1 | -1 | -23 | 4 | 6 | 5 | 0 | 1 |
| COC(=O)CNC(=O)COC(=O)c1cc(Cl)cc(Cl)c1N | -2 | -4 | -3 | 15 | 6 | -2 | 4 | 1 |

The main list resumes, starting 4 compounds before the break.
SMILES	IEC-6 tox	GSK3 alpha inh	HSF1 inh	KLF5 inh	AI-2 QS mod	aSyn 5UTR inh	HSF1 activator	HSP90 refold inh	GSK3B inh	HIF activator
COC(=O)CNC(=O)COC(=O)c1cc(Cl)cc(Cl)c1N	-4	-2	-4	-3	15	6	-2	4	1	-0.3
O=C(CCN1C(=O)/C(=C\C=C\c2ccccc2)SC1=S)Nc1cccc(C(=O)O)c1	5	-4	10	-51	3	-4	17	0	0	-0.2
COc1ccc(CNC(=O)C2CCC(CNC(=O)[C@@H]3Cc4ccccc4CN3)CC2)cc1 (stereo partly specified)	-3	-1	-3	-22	33	-16	7	-1	1	0.4
COc1cccc(OC)c1C(=O)NC(=O)Oc1c(F)cccc1F	8	1	15	-13	8	30	20	1	0	-0.1
COCCNC(=O)/C(C#N)=C/c1c(N2CCN(C)CC2)nc2ccccn2c1=O	-10	-2	-14	-5	20	4	0	3	0	-24
COc1ccc(C(C[N+](=O)[O-])c2c(-c3ccccc3)cc3ccccn23)c(OC)c1 (stereo unspecified)	-5	-3	42	-23	29	15	46	5	6	1.2
Cc1c(OC(C)C(=O)NCCCN2CCOCC2)ccc2c3c(c(=O)oc12)CCC3 (stereo unspecified)	2	0	2	-30	15	9	6	-1	1	0.9
COc1ccc(/C=C/C(=O)NCc2c(C)nn(C)c2C)cc1COc1ccc(Br)cc1	7	-1	6	-29	-14	48	7	2	2	-2.8
CCOc1ccccc1NC(=O)c1cccc(S(=O)(=O)N(Cc2ccccc2)c2ccccc2OC)c1	-2	-1	-7	-3	21	27	-6	3	0	-0.4
CCOc1ccc(N=C(/C(C(=O)C(=O)N2CCOCC2)=C(\O)c2ccccc2)c2ccccc2)cc1	-7	-2	20	-53	-1	-151	30	-2	0	2.0
O=C(Cc1c(O)c2ccccc2oc1=O)c1ccc(C(F)(F)F)cc1	1	0	3	-30	-2	-13	?	4	-3	1.1
